IDE cell activ: boosts human insulin-degrading enzyme activity in HEK cells; AID 493087; 340,000 tested, 0.073% active; P14735; activation, % at 5.96 µM; FAbeta-B cleavage, fluorescence polarization; 0% vehicle, 100% cell-free pure enzyme wells;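 active means activation above the mean of all tested compounds plus 3 SD, set per screening campaign, cut at about 17% in these data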
VIM-2 inhibitor: inhibitors of Pseudomonas aeruginosa VIM-2 metallo-beta-lactamase; purified VIM-2, nitrocefin hydrolysis, epi-absorbance fluorescence; inhibition, % at 5.6 µM; 290,000 tested, 0.89% active; AID 1527;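 active means inhibition above the mean of all tested compounds plus 3 SD, cutoff set per screening run, cut at about 7.5% in these data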;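 further: red hydrolysis product quenches plate fluorescence so inhibitors raise well fluorescence; 0% = enzyme with DMSO and 100% = DMSO without enzyme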
PHOSPHO1 block: blocks human PHOSPHO1 phosphatase activity; inhibition, % at 13.3 µM; 290,000 tested, 1.1% active; AID 1565; recombinant PHOSPHO1, absorbance phosphatase assay; in the data active means inhibition above about 60%
Target sequence (Q8TCT1 whole entry, looked up): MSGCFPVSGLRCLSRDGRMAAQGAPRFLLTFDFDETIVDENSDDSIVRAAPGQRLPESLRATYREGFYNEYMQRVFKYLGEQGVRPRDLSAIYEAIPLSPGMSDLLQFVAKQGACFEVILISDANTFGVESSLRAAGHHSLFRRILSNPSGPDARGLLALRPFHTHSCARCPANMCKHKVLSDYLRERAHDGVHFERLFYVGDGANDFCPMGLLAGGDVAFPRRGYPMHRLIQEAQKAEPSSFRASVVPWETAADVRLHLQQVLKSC
FID counter: counter-screen for HCV NS3 helicase inhibitors: DNA intercalator displacement. DNA fluorescent intercalator displacement, fluorescence. inhibition, % at 7.9 µM. 290,000 tested, 0.17% active. AID 1845; in the data active means inhibition above about 37%;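 further: 0% = vehicle and 100% = reference compound; higher means more ethidium bromide displaced from hairpin DNA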
p-CIP stab down: compounds decreasing mouse p/CIP protein stability | F442A p/CIP-EGFP cells, EGFP fluorescence, 16 h | decrease of EGFP signal, % at 10 µM | 290,000 tested, 0.01% active | AID 1984;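 active means EGFP signal decrease of at least 30% at 10 µM or well 3 SD below plate mean, unless failing retest; inactive means the rest, including hits failing retest or dose response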; further: some compounds called inactive have numbers as strong as hits; many of its hits are not listed in these tables
HCV NS3 hel inh: blocks Hepatitis C virus NS3 helicase unwinding. NS3 helicase DNA unwinding, Cy5 molecular beacon fluorescence. inhibition, % at 10.9 µM. 290,000 tested, 0.56% active;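 active means inhibition above the mean of all tested compounds plus 3 SD, set per campaign, cut at about 35% in these data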;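 further: 0% = DMSO wells and 100% = thioflavine S control wells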
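System: Hepatitis C virus NS3 helicase domain fragment enzyme | Reagent: Annealed dual-labelled DNA beacon duplex, ATP-started | Compound dosing: 10.9 µM single point, 0.8% DMSO | Incubation: 1 h reaction at 25 °C, ATP-initiated | Technique: Cy5 fluorescence | Evaluation: Percent inhibition from t60/t0 fluorescence ratio | Benchmarks: Low DMSO, high thioflavine S at 110 µM | Replication: Singlicate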
MEKK3 PB1 HTS: modulators (inhibitors or enhancers) of MEK5 binding to human MEKK3 PB1 domain | Q99759 | bead-based flow cytometry, Alexa488-MEK5 binding to MEKK3; actives lie on both sides; 0 = blocked by unlabeled MEK5, 100 = vehicle | binding response (% of control), % at 10 µM | 290,000 tested, 1.4% active | AID 1529;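 active means binding response more than 3 SD above or below the average of its plate-row segment, actives on both sides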;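 further: Alexa488 bead fluorescence after subtracting the streptavidin-only scavenger bead signal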
Target sequence (Q99759 whole entry, looked up, the tested form may be a part): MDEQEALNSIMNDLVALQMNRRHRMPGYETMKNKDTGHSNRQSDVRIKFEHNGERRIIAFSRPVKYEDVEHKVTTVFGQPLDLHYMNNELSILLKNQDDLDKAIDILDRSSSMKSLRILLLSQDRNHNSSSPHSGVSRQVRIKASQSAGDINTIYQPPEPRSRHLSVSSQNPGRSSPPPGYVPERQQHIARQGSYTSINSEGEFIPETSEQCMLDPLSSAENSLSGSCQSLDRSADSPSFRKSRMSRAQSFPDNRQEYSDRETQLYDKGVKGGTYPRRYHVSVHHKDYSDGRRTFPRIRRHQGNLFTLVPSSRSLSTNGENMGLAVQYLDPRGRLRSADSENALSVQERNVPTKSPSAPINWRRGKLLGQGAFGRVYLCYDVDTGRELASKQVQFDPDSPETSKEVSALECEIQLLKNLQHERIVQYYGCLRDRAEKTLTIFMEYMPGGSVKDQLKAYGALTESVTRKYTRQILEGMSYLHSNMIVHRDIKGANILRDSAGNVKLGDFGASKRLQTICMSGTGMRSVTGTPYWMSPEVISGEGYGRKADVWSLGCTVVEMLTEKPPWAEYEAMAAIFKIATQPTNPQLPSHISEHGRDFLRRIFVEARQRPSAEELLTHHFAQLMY
UBC9 SUMO inh: SUMOylation inhibition; P63279; HTRF SUMOylation assay, SAE1/SAE2 + UBC9, in vitro; inhibition, % at 35 µM; 290,000 tested, 0.36% active; in the data active means inhibition above about 50%, passing the limit was not always enough; further: strong numbers were not always called active
Target sequence (P63279 whole entry, looked up): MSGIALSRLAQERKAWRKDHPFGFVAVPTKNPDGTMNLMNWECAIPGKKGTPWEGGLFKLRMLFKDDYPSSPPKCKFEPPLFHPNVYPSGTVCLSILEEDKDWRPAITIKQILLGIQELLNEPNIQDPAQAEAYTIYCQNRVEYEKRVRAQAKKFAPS
IMP-1 inh: blocks Pseudomonas aeruginosa IMP-1 metallo-beta-lactamase; 290,000 tested, 0.45% active; purified IMP-1, nitrocefin hydrolysis, epi-absorbance fluorescence; inhibition, % at 5.6 µM; AID 1556;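 active means inhibition above the mean plus 3 SD of all compounds in the same screening run, cut at about 4.5% in these data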;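 further: 0% = IMP-1 with DMSO and 100% = DMSO wells lacking enzyme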
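system = purified recombinant IMP-1 beta-lactamase | amount = 0.2 nM IMP-1, as dispensed | medium = HEPES buffer pH 7.1 with ZnSO4 and Brij 35 | times = 25 °C, 15 min preincubation, 25 min reaction | detection = plate fluorescence quenching by hydrolysis product, ex 480/em 530 nm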
Active calls of the source: *; . = not tested or not shown. The list is partial; rates above refer to the full screens.

molecule	IDE cell activ	VIM-2 inhibitor	PHOSPHO1 block	FID counter	p-CIP stab down	HCV NS3 hel inh	MEKK3 PB1 HTS	UBC9 SUMO inh	IMP-1 inh
O=C(Nc1c(F)cc(F)cc1F)c1cccn(Cc2ccccc2)c1=O	1	-0.2	8	-9	2	0	107	-3	-2.3
CC(=O)Nc1ccc(OC(=O)N(C)c2ccccc2)cc1	2	-1.4	2	-4	8	-3	98	4	-1.9
CCCCn1c(O)c(C(C)=NCCN2CCCCC2)c(=O)[nH]c1=O	0	-0.3	19	-2	2	-5	102	13	-3.1
O=C1NC(=O)C(=Cc2ccc(-c3ccccc3[N+](=O)[O-])o2)C(=O)N1	-2	3.5	-10	5	-11	45*	85	15	0.4
O=C(CSC1c2ccccc2-c2ccccc21)N/N=C/c1ccc(C(=O)O)cc1	-1	-1.3	20	-38	-3	-7	93	-9	-3.7
CC(=O)c1cc(C(C)=O)c(C)[n+](C)c1C	4	-1.0	45	3	-1	-2	87	15	-0.1
O=C(c1ccc(N2CCCCCC2)c([N+](=O)[O-])c1)N1CCC2(CC1)OCCO2	4	-5.7	-19	-17	-2	-8	98	16	-4.3
Cc1ccc(Cn2c(C)c3cnn(CC(=O)N4CCC5(CC4)OCCO5)c(=O)c3c2C)cc1	1	-0.1	-8	-36	-2	4	.	25	-3.2
CN1CCN(C(=O)COc2ccc(N(C)S(=O)(=O)c3ccc(F)cc3)cc2)CC1	3	-0.4	12	-1	1	-1	102	-2	-3.8
CN1C(=O)N(C)C(=O)C2(Cc3cc([N+](=O)[O-])ccc3N3CCN(C(=O)c4ccccc4)CC32)C1=O (centres undefined)	3	-1.5	-17	-36	0	-4	100	-4	-1.5
O=[N+]([O-])c1cccnc1N1CCCNCC1	0	-3.3	14	-7	-6	5	103	-6	-4.1
C[C@H](NC(=O)N1C[C@H]2C[C@@H](C1)c1cccc(=O)n1C2)C(=O)Nc1ccc(F)c(F)c1	1	-2.4	-8	-6	8	0	102	8	-2.7
O=C1CC(=O)N(Cc2ccccc2)C(=S)N1	1	0.8	23	-21	-5	2	97	7	-1.9
Cc1ccc2c(c1)C1CN(C)CCC1N2C(=O)c1ccc(Br)o1 (centres undefined)	0	-3.3	16	7	-3	5	102	16	-6.2
Nc1nonc1C(=O)N/N=C/c1ccc([N+](=O)[O-])o1	7	-2.1	-5	-1	-11	-5	101	26	-4.1
CC(NCc1ccc(Cl)cc1Cl)C(O)c1ccccc1 (centres undefined)	2	1.4	19	8	0	-9	97	-3	-1.5
O=c1[nH]c(=O)n(C2CCCCCC2)c(O)c1C=NCCCN1CCOCC1	5	-1.2	-1	-6	-10	22	108	15	-2.2
C=CCn1c(O)c(/C=C2\C=Nc3ccccc32)c(=O)[nH]c1=O	.	1.4	12	-1	13	14	95	1	1.1
COc1cccc(OCC(=O)N2CCN(C)CC2)c1	5	-0.3	-3	0	-7	7	96	9	-2.4
Nc1ncc(P(=S)(N2CCOCC2)N2CCOCC2)s1	-1	-2.0	6	6	-10	7	103	20	-3.8
C=CCN1C(=O)NC(=O)/C(=C/c2ccc(OC)c(COc3ccc(NC(C)=O)cc3)c2)C1=O	1	-1.2	23	-12	2	-1	100	13	-0.7
CNC(=O)Oc1cccc(-c2cn3cc(Cl)ccc3n2)c1	4	-1.8	-18	-3	-4	-5	91	-5	-0.6
Cc1ccc(Cn2cc(C=O)c(-c3ccc(C)cc3)n2)cc1	1	0.4	6	-7	-2	-6	89	-17	-0.9
CCc1ccccc1NC(=O)N1C[C@H]2C[C@@H](C1)c1cccc(=O)n1C2	2	-2.4	18	-4	-2	18	97	9	-3.5
O=C(Cn1cc(C=C2C(=O)NC(=O)NC2=O)c2ccccc21)NCC1CCCO1 (centres undefined)	2	-0.4	23	-2	-2	1	102	-8	-1.8
O=c1c2ccccc2nc(/C=C/c2ccccc2)n1-c1ccccc1O	4	1.5	11	-33	6	-22	101	-16	-3.0
O=C1CN=C(c2ccccc2)c2c(sc3c2CCCC3)N1	6	-1.5	5	-20	10	-5	100	12	-0.9
N#Cc1cc2c(nc1SCC(=O)Nc1ccc(Cl)cc1)C1CCN2CC1	-1	-4.6	1	-4	1	-5	74	12	-2.9
O=c1[nH]c(=O)n(CCC2=CCCCC2)c(O)c1/C=N/N1CCOCC1	0	0.6	28	-23	6	35	98	5	-1.7
CP(=O)(Nc1ccccc1)C(Cl)(Cl)Cl (centres undefined)	5	-2.7	15	0	16	4	98	3	-2.9
Clc1ccc2nc3c(c(-c4ccccc4)c2c1)CNCC3	3	-0.7	-7	11	-2	-21	97	-5	-2.2
CCOc1ccc(N2C(=O)/C(=C\c3cccs3)C(=O)NC2=S)cc1	.	-2.0	-78	-8	-10	11	95	15	-0.7
Cc1sc2ncn(CC(=O)N3CCC4(CC3)OCCO4)c(=O)c2c1C	0	-2.8	11	-4	4	-9	99	5	-1.9
NS(=O)(=O)c1ccc(N2CCNCC2)cc1	6	-2.8	39	0	3	-11	98	8	-3.7
Cc1ccc(/C=C2\C(=O)NC(=O)N(CCc3ccc(F)cc3)C2=O)o1	1	-2.0	-17	-25	-4	32	109	-2	-0.9
Cc1ccsc1C(=O)C1CCCN(CCO)C1 (centres undefined)	1	-1.3	15	1	-6	0	103	-14	-1.3
O=C1NC(=O)C(=Cc2ccc(N3CCN(C(=O)c4ccccc4)CC3)c([N+](=O)[O-])c2)C(=O)N1	5	-2.0	-27	-4	-11	-4	101	22	-1.0
CCOc1ccc(N2C(=O)NC(=O)/C(=C\c3ccccc3[N+](=O)[O-])C2=O)cc1	1	-1.1	6	-15	0	22	125	14	-2.3
COc1ccc2c(c1)c(C(=O)O)c(C)n2CC(C)C	-1	0.9	29	0	-16	-4	99	8	-0.6
COc1nc2ccccc2c(=O)n1-c1ccc(C)cc1	-6	-1.8	26	-6	-16	10	105	-6	-3.4
Cc1ccc(O)c(C(=O)c2cc(C(=O)NCc3ccccc3)c(=O)n(Cc3ccccc3)c2)c1	5	0.7	-2	-5	1	0	100	-9	-1.4
O=C(O)CCn1cc(C=C2C(=O)NC(=S)NC2=O)c(-c2cccc(Cl)c2)n1	1	-3.5	29	5	-20	9	95	19	-2.0
C=CCC1(Nc2ccccc2)CC(C)N(C)CC1C (centres undefined)	3	-2.3	8	3	-10	0	93	26	-1.9
O=C(c1cc(F)ccc1F)C1CCCN(Cc2cccc(Cl)c2)C1 (centres undefined)	4	-1.6	11	-1	0	3	103	-10	-2.8
CCC(=O)c1ccc(OC)c(OC)c1	3	-2.4	-9	-7	2	-3	114	9	-2.5
COc1cc2c(cc1OC)C(C(=O)N(C)C1CCCCC1)C1CCCCN1C2=O (centres undefined)	2	-2.8	-15	-35	4	1	95	12	-2.4
O=C1NCCN2CCCC12 (centres undefined)	-4	-5.5	-4	-4	-6	6	83	26	-3.4
Cc1nnc2n1-c1ccc(Cl)cc1C(c1ccccc1)=NC2	.	-2.2	12	-12	-4	0	98	-2	-1.4
COc1ccc(-c2nn(CCC#N)cc2C(=O)NCc2ccccc2)cc1	2	-1.7	48	-10	-9	-4	106	6	-2.5
O=C(O)COc1ccccc1/C=C1\C(=O)NC(=O)N(CCC2=CCCCC2)C1=O	0	0.5	20	-20	-14	-3	97	17	0.1
O=C(NCC(c1cccnc1)N1CCN(c2ccccc2F)CC1)Oc1ccccc1 (centres undefined)	1	-1.3	18	-19	-4	-10	98	24	2.5
Cc1cccnc1-n1c(CN2C(=O)c3ccccc3C2=O)nc2ccccc2c1=O	2	-0.8	-12	-14	-8	5	101	-1	-3.9
CC(C)=CCc1c(O)cc2c(c1O)C(=O)CC(c1ccc(O)cc1)O2 (centres undefined)	6	.	-5	.	-15	.	105	-28	.
O=C(c1cc(C(=O)NCc2ccccc2)c(=O)n(Cc2ccccc2)c1)c1cc(Br)ccc1O	5	-1.5	-32	-1	-10	6	97	-30	-2.5
Cc1nn(Cc2ccccc2Cl)c(Cl)c1C(=O)OCC(=O)NC(=O)NC1CCCCC1	4	-0.6	-11	-9	-10	-4	102	-2	-4.5
O=C(c1cn(Cc2ccccc2F)c2ncccc12)C(F)(F)F	7	-1.0	31	-13	-1	4	102	-23	-0.7
CC1=CC(=O)C2=C(C)CC(O)C3C(C)C(=O)OC3C12 (centres undefined)	2	1.8	12	1	-1	-1	93	-8	-2.6
O=C(COc1ccc(Cl)cc1)N(c1ccccc1Cl)C1CN2CCC1CC2 (centres undefined)	4	-2.9	56	23	-6	-54	106	-3	-2.6
CN(c1ccccc1)c1ccc([N+](=O)[O-])c2nonc12	-3	-8.8	23	-4	-21	-3	100	0	-9.0
CCCC(C)n1[nH]c(=O)c2c1NC(=O)CSC2c1ccc(OC)c(OC)c1 (centres undefined)	4	0.1	1	-5	-2	1	100	17	-1.0

A different layout for 2 compounds above:
SMILES: Cc1nnc2n1-c1ccc(Cl)cc1C(c1ccccc1)=NC2
  IDE cell activ: .
  VIM-2 inhibitor: -2.2
  PHOSPHO1 block: 12
  FID counter: -12
  p-CIP stab down: -4
  HCV NS3 hel inh: 0
  MEKK3 PB1 HTS: 98
  UBC9 SUMO inh: -2
  IMP-1 inh: -1.4

SMILES: COc1ccc(-c2nn(CCC#N)cc2C(=O)NCc2ccccc2)cc1
  IDE cell activ: 2
  VIM-2 inhibitor: -1.7
  PHOSPHO1 block: 48
  FID counter: -10
  p-CIP stab down: -9
  HCV NS3 hel inh: -4
  MEKK3 PB1 HTS: 106
  UBC9 SUMO inh: 6
  IMP-1 inh: -2.5

Continued:
molecule	IDE cell activ	VIM-2 inhibitor	PHOSPHO1 block	FID counter	p-CIP stab down	HCV NS3 hel inh	MEKK3 PB1 HTS	UBC9 SUMO inh	IMP-1 inh
CCOc1cc2c(cc1OCC)-n1cccc1C(c1ccc(C(C)C)cc1)NC2 (centres undefined)	0	-2.7	2	32	-1	-71	103	-33	-1.7
Cc1ncc(CN2CCCC(C(=O)c3cccc(OC(C)C)c3)C2)s1 (centres undefined)	-2	-0.9	2	5	7	-3	101	-14	-0.7
O=c1c2ccccc2nc(-c2ccccc2)n1-c1ccc(O)cc1	5	-2.4	28	-6	-12	7	103	6	-1.5
O=C(Nc1cccnc1)c1c(O)c2c(n(Cc3ccccc3)c1=O)CCCC2	7	-2.8	0	-2	0	-7	105	4	-2.9
O=C1NC(=O)C(Sc2ccccc2[N+](=O)[O-])C(=O)N1	-5	-4.7	2	-2	-2	2	101	28	-4.6
COCCNC(=O)CN1C2CCC1CC(O)(c1cccnc1)C2 (centres undefined)	2	-2.9	19	-5	7	0	109	-19	-3.1
O=C1CC(=O)N(c2cccc(F)c2)C(=O)N1	-4	-1.0	-6	2	-9	18	107	-4	-0.8
CN1CC(C(=O)c2ccc(F)cc2)C(c2ccc(F)cc2)C1 (centres undefined)	0	-0.3	23	4	0	-1	102	5	-1.2
CCCCn1c(O)c(C(CC)=Nc2ccc(OCC)cc2)c(=O)[nH]c1=O	9	-4.4	10	-11	0	-1	102	-15	-2.9
